Compound activity (PubChem BioAssay)
CHRM1 PAM: human M1 muscarinic receptor positive allosteric modulators, primary screen, CHO-K1 cells, Fluo-8 calcium fluorescence, 1536-well; Muscarinic acetylcholine receptor M1 (Homo sapiens), P11229; CHO-K1 hM1, ACh EC20; 0% = ACh EC20, 100% = maximal ACh; activation, % at 3 µM; 360,000 compounds, 0.088% hits; AID 588819, 2011; in the data active = activation above about 19%, passing the limit was not always enough
Target sequence (P11229 whole entry, looked up): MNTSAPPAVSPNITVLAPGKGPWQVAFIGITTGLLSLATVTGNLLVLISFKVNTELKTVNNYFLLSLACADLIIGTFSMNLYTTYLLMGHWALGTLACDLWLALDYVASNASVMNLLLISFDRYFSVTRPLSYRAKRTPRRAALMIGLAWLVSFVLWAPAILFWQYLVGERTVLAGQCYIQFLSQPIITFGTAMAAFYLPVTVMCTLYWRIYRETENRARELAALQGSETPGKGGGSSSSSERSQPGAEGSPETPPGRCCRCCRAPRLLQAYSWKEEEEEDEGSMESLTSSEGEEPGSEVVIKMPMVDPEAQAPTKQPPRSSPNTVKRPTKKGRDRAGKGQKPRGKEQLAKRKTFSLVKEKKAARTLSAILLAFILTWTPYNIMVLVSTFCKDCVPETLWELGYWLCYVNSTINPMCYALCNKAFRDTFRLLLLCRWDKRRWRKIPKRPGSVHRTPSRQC
CHO-K1 Ca antag: nonselective inhibitor or artifact in parental CHO-K1 cells. 360,000 compounds, 0.6% hits. AID 602250. ATP-induced calcium, Fluo-8 fluorescence. inhibition, % at 3 µM;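 active = inhibition above a per-plate cutoff, the plate's mean sample inhibition plus 3 SD, cut at about 24% in these data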;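 note: 0% = DMSO plus EC80 ATP and 100% = DMSO alone without ATP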
M1 ag parental: counter-screen for M1 agonists: effect in parental CHO-K1 cells; Fluo-8 calcium fluorescence; scaled to maximal ATP response, vehicle zero; activation, % at 3 µM; 360,000 compounds, 0.48% hits; AID 602248, 2012; in the data active = activation above about 15%;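 note: untransfected CHO-K1 host cells lacking M1 receptor as counterscreen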
CHO parental Ca: ATP-evoked calcium signal inhibitors, parental CHO, primary screen, counter-screen for OX1R antagonist project, cell-based, fluorescence, Fluo-8 calcium dye. parental CHO-K1, ATP-induced calcium, Fluo-8 fluorescence. inhibition, % at 5.6 µM. 330,000 compounds, 0.63% hits;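 active = inhibition above that plate's mean sample inhibition plus 3 SD, cut at about 26% in these data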;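 note: 0% = ATP-challenged DMSO wells and 100% = DMSO wells without ATP; some compounds past the cut are filed as inactive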
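Assay system: untransfected parental CHO cell line. Also added: ATP agonist challenge. Dosing: one dose, 5.6 µM nominal. Measured by: Fluo-8 fluorescence. Read-out: % inhibition. Benchmarks: ATP wells versus no-ATP DMSO wells. Repeats: no replicates.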
CHO-K1 Ca PAM: nonselective calcium activators in parental CHO-K1 cells, primary screen, counter-screen for M1 PAM project, cell-based, Fluo-8 calcium fluorescence, full deck, 1536-well. ATP EC20; 0% at ATP EC20, 100% at ATP max. activation, % at 3 µM. 360,000 compounds, 0.02% hits. AID 602247, 2012;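 active = activation above the run cutoff, the mean activation of all test compounds plus 3 SD, cut at about 40% in these data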;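 note: peak over basal fluorescence ratio in a 140 s read after ATP addition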
CHRM1 agonist: human M1 muscarinic receptor agonists, primary screen, Fluo-8 calcium fluorescence, CHO-K1 cells, HTS; CHO-K1 hM1, agonist mode; 0% DMSO, 100% acetylcholine EC100; 360,000 compounds, 0.33% hits; activation, % at 3 µM; Muscarinic acetylcholine receptor M1 (Homo sapiens), P11229;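 active = activation above the run's mean compound activation plus 3 SD, cut at about 16% in these data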;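 note: peak over basal fluorescence ratio within a 140 s kinetic read after compound addition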
TAAR1 agonist: human TAAR1 agonists, primary screen, Fluo-8 calcium fluorescence, CHO RD-HGA16 cells. 360,000 compounds, 0.99% hits. AID 624467, 2012. activation, % at 3 µM. vehicle wells 0%, saturating PEA agonist 100%;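 active = activation above the mean activation of all test compounds in the run plus 3 SD, cut at about 38% in these data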
Target sequence (Q96RJ0 whole entry, looked up): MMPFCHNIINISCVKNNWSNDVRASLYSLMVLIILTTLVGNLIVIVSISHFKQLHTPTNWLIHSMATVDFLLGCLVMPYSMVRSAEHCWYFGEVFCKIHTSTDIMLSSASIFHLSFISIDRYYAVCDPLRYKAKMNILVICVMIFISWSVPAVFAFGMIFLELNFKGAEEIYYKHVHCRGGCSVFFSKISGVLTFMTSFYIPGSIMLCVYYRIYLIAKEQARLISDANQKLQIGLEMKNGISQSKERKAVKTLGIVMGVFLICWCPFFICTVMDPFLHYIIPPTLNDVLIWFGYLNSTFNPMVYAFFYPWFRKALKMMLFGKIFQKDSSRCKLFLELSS
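Signal – calcium-sensitive Fluo-8 signal, excitation 470-495, emission 515-575 nm · System – RD-HGA16 (CHO) cells co-expressing Gα16 and hTAAR1 · Incubation – 17-24 h seeding, 75 min 37 °C dye, 30 min RT · Compound dosing – 3 µM single concentration · Repeats – no replicates (n 1)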
M1 antag: human M1 muscarinic receptor antagonists, primary screen, CHO-K1 cells, Fluo-8 calcium fluorescence, 1536-well. Muscarinic acetylcholine receptor M1 (Homo sapiens), P11229. CHO-K1 hM1, ACh EC80 antagonist. inhibition, % at 3 µM. 360,000 compounds, 1.3% hits. AID 588852, 2011;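 active = percent inhibition above its own plate's cutoff, namely the mean of that plate's compound wells plus 3 SD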;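 note: peak over basal fluorescence ratio during 140 s after agonist addition; 0% = ACh EC80 plus DMSO and 100% = DMSO alone without agonist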
TAAR1 antagonist: human TAAR1 antagonists, primary screen, Fluo-8 calcium fluorescence, CHO RD-HGA16 cells; inhibition, % at 3 µM; 360,000 compounds, 1.5% hits; Trace amine-associated receptor 1 (Homo sapiens), Q96RJ0; antagonist;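 active = inhibition above a per-plate cutoff, the mean inhibition of test compounds on that plate plus 3 SD, cut at about 49% in these data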;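 note: 0% = DMSO plus EC80 beta-PEA response and 100% = DMSO alone without agonist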
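test system = CHO RD-HGA16 cells bearing hTAAR1 | replication = singlicate | controls = DMSO-only wells and EC80 β-PEA-stimulated wells | reagent = EC80 β-phenethylamine stimulus | read-out basis = percent inhibition of PEA-evoked calcium signal, max/basal emission ratio | schedule = seeding 17-24 h prior, 75-min 37 °C, 30-min RT dye loading | signal = kinetic Fluo-8 calcium fluorescence measurement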
Starred values were filed as active, the others as inactive. Outcome played no part in choosing rows (roughly 4.4% active in at least one column).

Screening Cc1ccccc1NC(=O)C1CCCN1S(=O)(=O)c1cccc2cccnc12 (stereo not given) returned CHRM1 PAM 0, CHO-K1 Ca antag 14, M1 ag parental 0.9, CHO parental Ca 0, CHO-K1 Ca PAM 0, CHRM1 agonist -2 and M1 antag -1.
For CCN(CC(=O)Nc1c(F)cccc1F)C(=O)Cc1csc(-c2ccccc2)n1 the results were CHRM1 PAM 4, CHO-K1 Ca antag 2, M1 ag parental 2.4, CHO parental Ca -30, CHO-K1 Ca PAM 8, CHRM1 agonist 3, TAAR1 agonist 10, M1 antag -12 and TAAR1 antagonist -6.
For CCOc1ccc(NN=C(C(=O)OC)C(=O)OC)c([N+](=O)[O-])c1 the results were CHRM1 PAM 5, CHO-K1 Ca antag -2, M1 ag parental 0.8, CHO parental Ca -23, CHO-K1 Ca PAM 5, CHRM1 agonist -4, TAAR1 agonist 2, M1 antag -4 and TAAR1 antagonist -14.
c1ccc2c(Nc3ccc4c(c3)OCCO4)c3c(nc2c1)CCCC3 was read as CHRM1 PAM -29, CHO-K1 Ca antag -10, M1 ag parental 1.0, CHO parental Ca -17, CHO-K1 Ca PAM 12, CHRM1 agonist -10, TAAR1 agonist 9, M1 antag 28* and TAAR1 antagonist -24.
N#CC(=C1C=C(Br)C(=NO)C=C1Cl)c1ccc(Cl)cc1 was read as CHRM1 PAM -1, CHO-K1 Ca antag -14, M1 ag parental 6.6, CHO-K1 Ca PAM 11, CHRM1 agonist 2, TAAR1 agonist 4, M1 antag -15 and TAAR1 antagonist 23.
Screening CC(C)(C)c1cc(C(=O)Nc2cccnc2)cc(C(=O)Nc2cccnc2)c1 returned CHRM1 PAM 5, CHO-K1 Ca antag -6, M1 ag parental 2.4, CHO parental Ca -18, CHO-K1 Ca PAM 4, CHRM1 agonist 0, TAAR1 agonist 7, M1 antag -13 and TAAR1 antagonist 16.
S=C(Nc1ccccc1)N1CCN(Cc2ccccc2)CC1 was read as CHRM1 PAM 11, CHO-K1 Ca antag -16, M1 ag parental 0.8, CHO parental Ca -10, CHO-K1 Ca PAM 18, CHRM1 agonist -2, TAAR1 agonist 0, M1 antag -13 and TAAR1 antagonist -1.
CCOc1ccc(-n2c(C)nc3cc(C(=O)NCCN4CCOCC4)ccc32)cc1 was read as CHRM1 PAM 12, CHO-K1 Ca antag 1, M1 ag parental 0.2, CHO parental Ca -11, CHO-K1 Ca PAM -5, CHRM1 agonist -2, TAAR1 agonist 0, M1 antag -14 and TAAR1 antagonist 12.
For CCOC(=O)c1c(CSc2nc(C)cc(C)c2C#N)n(C)c2cc(Br)c(OC(C)=O)cc12 the results were CHRM1 PAM 9, CHO-K1 Ca antag -9, M1 ag parental 0.8, CHO parental Ca -11, CHO-K1 Ca PAM 26, CHRM1 agonist -1, TAAR1 agonist -1, M1 antag -12 and TAAR1 antagonist 0.
For CCOc1cc(/C=C2\C(=O)N(c3nc(-c4ccc(Br)cc4)cs3)N=C2c2ccccc2)ccc1O the results were CHRM1 PAM 14, CHO-K1 Ca antag -12, M1 ag parental 0.1, CHO parental Ca 3, CHO-K1 Ca PAM 16, CHRM1 agonist -1 and M1 antag -16.
O=C(OCn1nnc2ccccc2c1=O)c1cc(-c2ccccc2)nc2ccccc12 was read as CHRM1 PAM 4, CHO-K1 Ca antag -2, M1 ag parental 0.8, CHO parental Ca -10, CHO-K1 Ca PAM 15, CHRM1 agonist -8, TAAR1 agonist 5, M1 antag -6 and TAAR1 antagonist -2.
Cc1noc(C)c1-c1ccc2nc[nH]c(=O)c2c1 was read as CHRM1 PAM -2, CHO-K1 Ca antag -2, M1 ag parental -0.1, CHO parental Ca 0, CHO-K1 Ca PAM 3, CHRM1 agonist -4, TAAR1 agonist 5, M1 antag 9 and TAAR1 antagonist 0.
Screening CCCNS(=O)(=O)c1ccc(OCC(=O)NCc2ccco2)cc1 returned CHRM1 PAM 9, CHO-K1 Ca antag -3, M1 ag parental 0.2, CHO parental Ca -1, CHO-K1 Ca PAM 9, CHRM1 agonist -4, TAAR1 agonist 7, M1 antag -9 and TAAR1 antagonist 14.
For CCOc1ccc(S(=O)(=O)N(C)c2ccc(OCC(=O)Nc3ccc4[nH]c(=O)[nH]c4c3)cc2)cc1 the results were CHRM1 PAM -1, CHO-K1 Ca antag 11, M1 ag parental -0.1, CHO parental Ca 5, CHO-K1 Ca PAM -7, CHRM1 agonist -4, TAAR1 agonist 11, M1 antag 11 and TAAR1 antagonist 8.
`CC(C)n1nc(C(=O)Nc2cccc(S(=O)(=O)N3CCOCC3)c2)c2ccccc2c1=O` gave CHRM1 PAM -8, CHO-K1 Ca antag -8, M1 ag parental 0.6, CHO parental Ca -26, CHO-K1 Ca PAM -3, CHRM1 agonist -4, TAAR1 agonist 3, M1 antag 10 and TAAR1 antagonist 24.
For Cn1c(SCc2ccc(Br)cc2)nc2ccccc2c1=O the results were CHRM1 PAM -2, CHO-K1 Ca antag 9, M1 ag parental 3.7, CHO parental Ca 10, CHO-K1 Ca PAM -14, CHRM1 agonist 2, TAAR1 agonist 6, M1 antag 14 and TAAR1 antagonist -4.
Screening CC(OC(=O)c1nsc(Cl)c1Cl)C(=O)NC1CCCCC1 (stereo not given) returned CHRM1 PAM -1, CHO-K1 Ca antag -15, M1 ag parental 0.4, CHO parental Ca -15, CHO-K1 Ca PAM 13, CHRM1 agonist -9, TAAR1 agonist 1, M1 antag -1 and TAAR1 antagonist -4.
Screening CC(/C=N/n1c(-c2cc(C)[nH]n2)n[nH]c1=S)=C\c1ccco1 returned CHRM1 PAM -1, CHO-K1 Ca antag -11, M1 ag parental 0.9, CHO parental Ca -18, CHO-K1 Ca PAM 18, CHRM1 agonist 0, TAAR1 agonist 2, M1 antag 4 and TAAR1 antagonist -30.
CCN(CC)C(=N)/C(C#N)=N/Nc1ccc(C)cc1 was read as CHRM1 PAM 5, CHO-K1 Ca antag -2, M1 ag parental 1.3, CHO parental Ca -7, CHO-K1 Ca PAM 7, CHRM1 agonist -1, TAAR1 agonist 1, M1 antag -7 and TAAR1 antagonist -17.
For Cc1ccc(S(=O)(=O)N2CC3=C(C2)C2CC2(C)C3)cc1 (stereo not given) the results were CHO-K1 Ca antag -20, M1 ag parental 1.5, CHO-K1 Ca PAM 23, TAAR1 agonist 5 and TAAR1 antagonist 11.
Screening CCc1cc(=O)[nH]c(SCC(=O)N2CCCC2)n1 returned CHRM1 PAM 8, CHO-K1 Ca antag -3, M1 ag parental 1.8, CHO parental Ca -3, CHO-K1 Ca PAM 12, CHRM1 agonist 0, TAAR1 agonist 1, M1 antag -7 and TAAR1 antagonist 2.
`COc1cccc(C(=O)N2CCC[C@H]2C(=O)N2CCC[C@H]2C(=O)N[C@@H](C)c2ccccc2)c1` gave CHO-K1 Ca antag -11, M1 ag parental -0.5, CHO-K1 Ca PAM 1, TAAR1 agonist -1 and TAAR1 antagonist 4.
`N#CC[C@H](Cc1ccccc1)N1CCN(Cc2ccccc2)CCC1=O` gave CHRM1 PAM 6, CHO-K1 Ca antag -13, M1 ag parental 0.1, CHO parental Ca -29, CHO-K1 Ca PAM 7, CHRM1 agonist -4, TAAR1 agonist 7, M1 antag 0 and TAAR1 antagonist 1.
`COc1cc(/C=C(\C#N)C(N)=O)ccc1OS(=O)(=O)c1ccc(C)cc1` gave CHRM1 PAM 17, CHO-K1 Ca antag 18, M1 ag parental 0.3, CHO parental Ca -1, CHO-K1 Ca PAM -1, CHRM1 agonist 7, TAAR1 agonist 3, M1 antag -9 and TAAR1 antagonist 6.
Screening CS(=O)(=O)Nc1cccc(C(=O)CC2(O)C(=O)Nc3ccc(Br)cc32)c1 (stereo not given) returned CHRM1 PAM -4, CHO-K1 Ca antag -6, M1 ag parental 0.8, CHO parental Ca -6, CHO-K1 Ca PAM 12, CHRM1 agonist -3, TAAR1 agonist 7, M1 antag 10 and TAAR1 antagonist -5.
CCn1cc(C(=O)O)c(=O)c2cc(F)c(N3CCN(C(=S)Nc4ccccc4OC)CC3)cc21 was read as CHRM1 PAM -1, CHO-K1 Ca antag -1, M1 ag parental -0.2, CHO parental Ca -10, CHO-K1 Ca PAM -7, CHRM1 agonist -2, TAAR1 agonist -1, M1 antag 3 and TAAR1 antagonist -14.
For CC(C)(C)c1ccc(-c2nnc3sc(-c4ccccn4)nn23)cc1 the results were CHRM1 PAM 3, CHO-K1 Ca antag -4, M1 ag parental 0.9, CHO parental Ca -5, CHO-K1 Ca PAM 18, CHRM1 agonist -2, TAAR1 agonist 9, M1 antag -9 and TAAR1 antagonist -6.
`Cc1ccc(Sc2ccc(CN3CCCCC3)cc2[N+](=O)[O-])cc1` gave CHRM1 PAM -8, CHO-K1 Ca antag 3, M1 ag parental 0.6, CHO parental Ca -13, CHO-K1 Ca PAM -7, CHRM1 agonist -13, TAAR1 agonist 2, M1 antag -1 and TAAR1 antagonist -1.
O=c1[nH]cc(S(=O)(=O)Nc2ccc3c(c2)OCO3)c(=O)[nH]1 was read as CHRM1 PAM 6, CHO-K1 Ca antag -6, M1 ag parental 0.1, CHO parental Ca -10, CHO-K1 Ca PAM 7, CHRM1 agonist -3, TAAR1 agonist -1, M1 antag -3 and TAAR1 antagonist -1.
`CSc1oc(-c2ccco2)nc1S(=O)(=O)c1ccccc1` gave CHRM1 PAM -8, CHO-K1 Ca antag 10, M1 ag parental 5.6, CHO parental Ca 2, CHO-K1 Ca PAM 3, CHRM1 agonist -4, TAAR1 agonist 0, M1 antag 18 and TAAR1 antagonist -34.
`CCc1ccc(Nc2ccc(S(=O)(=O)N3CCOCC3)cc2[N+](=O)[O-])cc1` gave CHRM1 PAM -5, CHO-K1 Ca antag 13, M1 ag parental 0.8, CHO parental Ca -8, CHO-K1 Ca PAM -13, CHRM1 agonist -6, TAAR1 agonist -1, M1 antag -2 and TAAR1 antagonist 33.
Screening CCCc1nnc(SCC(=O)N2CCOCC2)n1CC1CCCO1 (stereo not given) returned CHRM1 PAM 2, CHO-K1 Ca antag -9, M1 ag parental 0.5, CHO parental Ca 1, CHO-K1 Ca PAM 13, CHRM1 agonist 2, TAAR1 agonist 17, M1 antag 5 and TAAR1 antagonist -9.
